ZTA DNA inh: ZTA (EBV) inhibition in EBNA-1 counter-screen | ZTA-DNA binding, fluorescence polarization | inhibition, % at 11 µM | 320,000 tested, 0.15% active | AID 2234; in the data active = inhibition above about 33%
RPL19A TOR yeast: modulators of TOR pathway RPL19A-GFP in S. cerevisiae | 330,000 tested, 0.3% active | S. cerevisiae RPL19A-GFP strain, flow cytometry, 3 h; stronger effect = lower value | percent response vs DMSO, % at 10 µM;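 active = percent response vs DMSO below 50%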;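 note: median channel GFP fluorescence of the barcoded RPL19A-GFP strain; ratio of sample median GFP to plate DMSO average so 100% = DMSO; lower means less RPL19A-GFP as with rapamycin TOR inhibition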
MEP2 TOR yeast: yeast TOR pathway MEP2-GFP modulation; AID 2016; 330,000 tested, 0.51% active; S. cerevisiae MEP2-GFP strain, flow cytometry GFP, 3 h; 100% = DMSO control level; GFP response vs DMSO, % at 10 µM;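 active = GFP response versus DMSO above a set limit, roughly screen mean plus 3 SD, cut at about 180% in these data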;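 note: median GFP fluorescence of the barcode-gated MEP2-GFP cells per well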
proCasp7 act: counter-screen: procaspase-7 (human) activation. P55210. recombinant procaspase-7, Ac-DEVD-pNA absorbance 405 nm; D23A/D198A/D206A triple mutant, cannot self-cleave; scale: DMSO 0, 5 µM enzyme 100. activation, % at 8.5 µM. 330,000 tested, 0.093% active;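 active = percent activation above the screen-wide mean plus 3 SD, cut at about 25% in these data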
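System: Uncleavable procaspase-7 mutant enzyme; Amount: 2 µM procaspase-7 mutant as dispensed; Schedule: 1 h compound preincubation, 2 h substrate cleavage, 25 °C; Measured by: 405 nm absorbance of p-nitroaniline; Evaluation: percent activation from buffer-corrected 0–120 min absorbance change; Control set: low DMSO alone, high DMSO plus 5 µM PC-7.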
procasp3 activ: activators of human procaspase-3 | recombinant procaspase-3 D3A, Ac-DEVD-pNA absorbance 405 nm | activation, % at 8.5 µM | 330,000 tested, 0.11% active | AID 463141;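 active = activation above the mean of all tested compounds plus 3 SD, cut at about 21% in these data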;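 note: 0% = DMSO alone and 100% = DMSO wells spiked with extra 5 µM PC-3 D3A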
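Assay system: Procaspase-3 D3A mutant, all three cleavage aspartates alanine. Buffer or medium: Zinc-free HEPES saline buffer with Triton X-100. Times: 1 h compound preincubation, 2 h substrate hydrolysis at 25 °C. Measured by: 405 nm absorbance of p-nitroaniline, reads at 0 and 120 min. Read-out basis: percent activation relative to control range. Replicates: singlicate.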
EBNA-1 inh: blocks EBNA-1 binding to DNA; inhibition, % at 14.8 µM; EBNA-1 DNA binding, fluorescence polarization; 300,000 tested, 0.34% active; in the data active = inhibition above about 28%
LAP4 TOR yeast: alters LAP4-GFP fluorescence in TOR pathway yeast screen; S. cerevisiae LAP4-GFP multiplex, flow cytometry GFP, 3 h; median GFP as percent of DMSO wells; GFP response vs DMSO, % at 10 µM; 320,000 tested, 0.34% active; AID 2023;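 active = GFP response vs DMSO above a set limit, about the screen mean plus 3 SD, cut at about 150% in these data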
AHR activator: activators of human aryl hydrocarbon receptor | P35869 | 320,000 tested, 2.5% active | AHR-responsive luciferase reporter cells, luminescence | AID 2796 | activation, % at 5 µM; in the data active = activation above about 47%;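 note: 0% = vehicle wells and 100% = reference agonist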
Numbers without * were called inactive; . = no result given; [ ] = remark or other dose.

SMILES | ZTA DNA inh | RPL19A TOR yeast | MEP2 TOR yeast | proCasp7 act | procasp3 activ | EBNA-1 inh | LAP4 TOR yeast | AHR activator
Fc1ccccc1COc1ccc(/C=N/n2cnnc2)cc1 | 5 | 88 | 89 | -15 | 4 | -6 | 92 | -4
O=C(COC(=O)C1(c2ccccc2)CCCC1)N1CCNC1=O | -2 | 95 | 96 | -13 | 7 | . | 98 | 0
Cc1ccc2sc(N(CCN(C)C)C(=O)c3ccc(S(=O)(=O)N4CC(C)OC(C)C4)cc3)nc2c1C (stereo unspecified) | -6 | 90 | 78 | -1 | -8 | -6 | 97 | 2
CCOc1cccc(/C=N/NC(=O)C2CCCC2)c1O | -4 | 104 | 104 | 5 | 2 | 16 | 91 | 5
COc1ccc(CCNC(=O)Cc2ccc(OCc3ccccc3)c(OC)c2[N+](=O)[O-])cc1OCc1ccccc1 | 15 | 106 | 105 | -4 | -9 | -8 | 106 | 3
CCc1cccc(NC(=O)C2CCN(S(=O)(=O)c3c(C)noc3C)CC2)c1 | 11 | 93 | 97 | 0 | 8 | 14 | 96 | 15
CN(C(=O)C1CCN(S(=O)(=O)c2ccccc2[N+](=O)[O-])CC1)C1CCCCC1 | . | 99 | 111 | -4 | -2 | . | 98 | 1
S=C(NCc1cccnc1)Nc1ccc2c(c1)OCO2 | -2 | 114 | 109 | 3 | 1 | -6 | 71 | 11
COc1ccc(NC(=O)c2cccs2)cc1 | -7 | 46*[may fluoresce violet] | 297*[may fluoresce violet] | -4 | 6 | 13 | 103[may fluoresce violet] | 1
COc1cccc(C2NC(=O)CCC2[N+](=O)[O-])c1OC (stereo unspecified) | -3 | 107 | 102 | 1 | 3 | -9 | 92 | 0
O=C(Cn1cc(C(=O)c2ccco2)c2ccccc21)Nc1ccccc1 | -12 | 105 | 106 | -2 | -7 | 13 | 108 | 5
CCCOC1CCCN(C(=O)CCc2nnc(-c3ccc4c(c3)OCO4)o2)C1 (stereo unspecified) | 10 | 97 | 96 | -6 | 6 | -3 | 97 | 19
CCOC(=O)c1ccc(Nc2nnc(C)c3ccccc23)cc1 | -1 | 100 | 97 | 3 | -11 | -8 | 113 | -3
O=C(COc1ccc(Br)cc1)NCCNC(=O)c1ccccn1 | -13 | 101 | 97 | 10 | 4 | 0 | 100 | -1
CCCC(=O)Nc1cccn(Cc2ccccc2Br)c1=O | 9 | 103 | 103 | 7 | -3 | -1 | 104 | -3
CCc1ccc(C2c3[nH]c4ccccc4c3CCN2C(=O)CN2CCN(CC)CC2)cc1 (stereo unspecified) | 6 | 105 | 104 | 4 | 5 | -7 | 90 | 27
COc1ccc(CC(=O)NNC(=O)c2ccc(SCc3cc(F)ccc3F)c([N+](=O)[O-])c2)cc1 | -16 | 103 | 112 | -3 | -1 | -8 | 120 | -4
COc1cc(-c2ccccc2)nc2ccccc12 | 1 | 98 | 95 | 9 | -6 | -10 | 100 | 48*
COC(=O)c1ccc(NC(=O)COC(=O)COc2cccc3c2OC(C)(C)C3)cc1 | 10 | 97 | 94 | 11 | 7 | . | 98 | 1
COc1ccc(N2CCN(C(=O)CCC(=O)N3CCOc4ccc(Cl)cc43)CC2)cc1 | 11 | 92 | 96 | 3 | 1 | -1 | 106 | 0

Single records (already shown):
CCOC(=O)c1ccc(Nc2nnc(C)c3ccccc23)cc1 as listed: ZTA DNA inh: -1; RPL19A TOR yeast: 100; MEP2 TOR yeast: 97; proCasp7 act: 3; procasp3 activ: -11; EBNA-1 inh: -8; LAP4 TOR yeast: 113; AHR activator: -3
O=C(Cn1cc(C(=O)c2ccco2)c2ccccc21)Nc1ccccc1 as listed: ZTA DNA inh: -12; RPL19A TOR yeast: 105; MEP2 TOR yeast: 106; proCasp7 act: -2; procasp3 activ: -7; EBNA-1 inh: 13; LAP4 TOR yeast: 108; AHR activator: 5

Later entries:
SMILES | ZTA DNA inh | RPL19A TOR yeast | MEP2 TOR yeast | proCasp7 act | procasp3 activ | EBNA-1 inh | LAP4 TOR yeast | AHR activator
Cc1c(/C=N/n2cnnc2)c2ccccc2n1CCOc1ccc(Cl)cc1 | 0 | 99 | 94 | 0 | -2 | -4 | 100 | 3
CN1C/C(=C/c2ccncc2)C(=O)/C(=C/c2ccncc2)C1 | -7 | 100 | 98 | -2 | 7 | -3 | 89 | 0
CN(C(=S)NC(=O)C1(C)CC1(Cl)Cl)c1ccccc1 (stereo unspecified) | 5 | 96 | 101 | -15 | -6 | 7 | 94 | 0
COc1ccc(-n2nnnc2SCC(=O)c2cc3ccccc3o2)cc1 | -9 | 96 | 95 | 6 | 2 | -3 | 98 | -2
CC(=O)c1cccc(NC(=O)c2ccc3ccccc3c2)c1 | 3 | 100 | 102 | 11 | -1 | 9 | 89 | -1
COc1cccc(CNC(=O)CN2C(=O)COc3ccc(S(=O)(=O)N4CCC(C)CC4)cc32)c1 | -7 | 101 | 106 | 1 | 7 | 2 | 110 | 0
Fc1cccc(NC(=S)NCCN2CCOCC2)c1 | -19 | 103 | 100 | 4 | -2 | -2 | 80 | 0
CC(=O)c1cccc(N2C(=NC(=O)COc3ccccc3)SC3CS(=O)(=O)CC32)c1 (stereo unspecified) | -8 | 90 | 85 | -6 | -4 | -9 | 76 | -1
Nc1nc(SCC(=O)N2CCCCCC2)[nH]c(=O)c1NC(=O)c1ccco1 | -6 | 99 | 97 | -3 | -4 | -8 | 98 | -1
C=C(C)CSc1nnc(-c2cc(OC)c(OC)c(OC)c2)n1N | -17 | 98 | 100 | -5 | -3 | -2 | 96 | 25
CCOc1ccccc1NC(=O)CCc1nnc2ccc(N3CCC4(CC3)OCCO4)nn12 | -4 | 99 | 102 | 0 | 1 | -5 | 102 | 3
Cc1cc(NS(=O)(=O)c2ccc(NC(=S)NC(=O)c3cccc(S(=O)(=O)N(C)C)c3)cc2)no1 | 5 | 92 | 97 | -9 | -1 | 4 | 101 | -2
O=C(COC(=O)CCc1nc2ccccc2c(=O)[nH]1)Nc1c(Cl)cccc1C(F)(F)F | -5 | 92 | 92 | -3 | 6 | 1 | 103 | 0
O=C(NC1CC1)C1CC(=O)N(c2cccc(Cl)c2Cl)C1 (stereo unspecified) | 2 | 101 | 98 | 3 | -2 | -4 | 94 | -3
Cc1cc(SCCC(=O)O)nc2c(C)cccc12 | -16 | 98 | 106 | 0 | -6 | -6 | 112 | -2
COc1ccccc1NC(=S)N1CCN(c2cccc(C)c2C)CC1 | 5 | 103 | 112 | -11 | -8 | 4 | 101 | -1
COc1cccc(-c2nc(CS(=O)CC(=O)NCc3ccccc3)c(C)o2)c1 (stereo unspecified) | 9 | 101 | 103 | 5 | 6 | 1 | 102 | -1
CCCCn1nc(C(=O)Nc2nc3c(s2)CCCC3)c2ccccc2c1=O | -6 | 108 | 107 | -5 | -10 | 2 | 95 | 5
O=C(Nc1ncc(S(=O)(=O)c2ccc([N+](=O)[O-])cc2)s1)c1ccc2ccccc2c1 | 0 | 101 | 100 | -4 | -2 | 3 | 90 | 0
O=C(COC(=O)c1cc(S(=O)(=O)N2CCCCC2)ccc1N1CCOCC1)c1ccccc1 | -17 | 101 | 102 | 2 | 7 | -2 | 104 | -4

In the list so far, 2 contain bromine.
SMILES | ZTA DNA inh | RPL19A TOR yeast | MEP2 TOR yeast | proCasp7 act | procasp3 activ | EBNA-1 inh | LAP4 TOR yeast | AHR activator
O=C(COc1ccc(Br)cc1)NCCNC(=O)c1ccccn1 | -13 | 101 | 97 | 10 | 4 | 0 | 100 | -1
CCCC(=O)Nc1cccn(Cc2ccccc2Br)c1=O | 9 | 103 | 103 | 7 | -3 | -1 | 104 | -3

Going on with the list.
SMILES | ZTA DNA inh | RPL19A TOR yeast | MEP2 TOR yeast | proCasp7 act | procasp3 activ | EBNA-1 inh | LAP4 TOR yeast | AHR activator
N#CC1(NC(=O)CN2CCN(S(=O)(=O)c3ccccc3F)CC2)CCCC1 | -7 | 107 | 106 | -6 | -4 | -9 | 101 | 1
COc1ccc(C(CCN2CCCC(C)C2)c2c(OC)cc(OC)c3c2OC(=O)CC3c2cc(OC)c(OC)c(OC)c2)cc1 (stereo unspecified) | -3 | . | . | -3 | -6 | 2 | . | 0
c1ccc(-c2cc3ccccc3nc2N2CCCC2)cc1 | -6 | 100 | 94 | -2 | 3 | -3 | 93 | 10
O=C(CSc1ccccn1)N/N=C/C=C/c1ccccc1 | -6 | 110 | 106 | -12 | 8 | 0 | 97 | 3
CCOC(=O)c1nncc(-c2ccccc2)n1 | 0 | 94 | 89 | 8 | 0 | . | 84 | -2
CC(=O)Nc1cccc(NC(=O)CCCC(=O)O)c1 | -2 | 106 | 104 | 7 | -6 | 2 | 98 | 2
COc1cc(C(=O)NCCC(=O)NC2CCCc3ccccc32)cc(OC)c1OC (stereo unspecified) | 3 | 100 | 96 | -4 | -3 | -4 | 100 | 1
O=[N+]([O-])c1ccc(NCCCO)c(C(F)(F)F)c1 | 9 | 108 | 108 | 11 | -3 | 1 | 103 | -2
O=C(CSc1nnc(CNC(=O)C23CC4CC(CC(C4)C2)C3)n1-c1ccc(F)cc1)Nc1ccccc1 | -7 | 104 | 96 | 7 | -1 | -4 | 104 | 0
Cc1[nH]n(-c2ccccc2)c(=O)c1-c1cccc(Cl)c1 | 12 | 93 | 86 | -9 | -1 | -11 | . | -2
Cc1ccc(N2C(=O)/C(=C\c3ccc(C(C)C)cc3)N=C2SC2CCOC2=O)cc1 (stereo unspecified) | 4 | 103 | 101 | -1 | 0 | 3 | 95 | 4
Oc1ccc(N=Cc2sc3ccccc3c2Cl)cc1 | 11 | 104 | 104 | -18 | -7 | 18 | 92 | 5
O=C(N/N=C/c1cc2c(cc1Br)OCO2)C1COc2ccccc2O1 (stereo unspecified) | -10 | 104 | 108 | 6 | 2 | 9 | 102 | 9
CC(=O)N=c1sc(C(C)(C)C)c(C)n1C | 8 | 96 | 98 | 12 | 2 | 6 | 96 | -1
O=C(O)COC(=O)C1C(c2ccccc2)C(C(=O)O)C1c1ccccc1 (stereo unspecified) | 1 | 95 | 100 | -3 | 9 | -6 | 105 | -1
Cc1cc(C)n(C(=O)c2cccc(S(=O)(=O)N3CCOCC3)c2)n1 | 2 | 87 | 84 | 5 | 4 | -16 | 81 | -3
OCCNc1c2ccccc2nc2c(F)c(F)c(F)c(F)c12 | 2 | 102 | 104 | -15 | -44 | -8 | 93 | 0
O=C(Nc1cc(Br)ccc1O)c1cc(-c2cccs2)on1 | 0 | 104 | 105 | -11 | 11 | -3 | 99 | 2
CC12CCC(CC1=O)C2(C)C (stereo unspecified) | 11 | 100 | 94 | 2 | 9 | 18 | 108 | 0
CN(C1CCCCC1)S(=O)(=O)c1ccc(S(=O)(=O)N(CC(=O)Nc2ccccc2)C2CC2)cc1 | 4 | 104 | 104 | -1 | 4 | 2 | 101 | 0
CCOc1ccc(S(=O)(=O)N(C)CC(=O)NCCN2CCOCC2)cc1 | -4 | 93 | 100 | 2 | 2 | -6 | 92 | -3
COc1ccc(C2NC(=O)NC(C)=C2C(=O)OCc2ccc3c(c2)OCO3)cc1OC (stereo unspecified) | -2 | 102 | 100 | 0 | 0 | 0 | 104 | -1
O=C(COC(=O)CNC(=O)c1ccccc1)NCc1ccc2c(c1)OCO2 | . | 107 | 110 | 6 | 5 | . | 115 | 1
Cc1ccc(-c2noc(CCC(=O)NCCCN3CCN(c4cccc(Cl)c4)CC3)n2)cc1 | -6 | 94 | 90 | 2 | 1 | -15 | 95 | 14
O=C(O)CN1C(=O)/C(=C/c2cccc(Cl)c2)Oc2ccccc21 | 2 | 103 | 103 | -1 | 3 | 6 | 111 | 18
COc1cccc(NS(=O)(=O)c2cn(C)c(=O)n(C)c2=O)c1 | 1 | 96 | 98 | 3 | -9 | 3 | 94 | -4
O=C(CCc1c[nH]c2ccccc12)NC(Cc1ccccc1)C(=O)O (stereo unspecified) | -5 | 102 | 97 | -2 | -3 | -6 | 98 | 5

No enrichment for hits (roughly 3.8% active in at least one column).
